S3 lipid droplet: qHTS Assay for Lipid Storage Modulators in Drosophila S3 Cells | Potency in µM for hits, for the others lipid storage change, negative = inhibition, % at the top dose, mostly 46.1 µM | actives 0.64% (n = 320,000) | Drosophila S3 cells, BODIPY lipid droplet fluorescence, 18-24 h; cells fed with added oleic acid; active = well fitted inhibition curve with a large enough effect in the signal ratio, with a control signal flat, not every such curve was filed as active; inconclusive = small, poorly fitted or top-dose-only effect, or effect the other way, or a change in a side signal; the % refers to the signal ratio
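Drosophila S3 cells loaded with oleic acid (400 uM, as added) and compounds at several concentrations; lipid droplets imaged by 488-nm laser-scanning cytometry, 500–530 nm intensity and object ratio to cell channel. Percent activity normalized to 20 uM Triacsin C.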
S3 lipid droplet cell count max: second read-out of S3 lipid droplet, no call of its own (marks repeat the call); cell number change, %; measured here: cell count max response;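 cells counted by Cell Tracker Red CMTPX staining in the red channel; peak over a dose series mostly up to 46.1 µM; percent activity relative to internal control wells on each plate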
* = called active by the depositor; i = inactive; ? = inconclusive; . = not tested or not shown. % is scaled to controls: 0 for no effect and ±100 for the full control effect; potency is read from the fitted curve at half-maximal effect. Some of the compounds tested, so the mix of outcomes need not match the whole.

Each structure is followed by: S3 lipid droplet | S3 lipid droplet cell count max
Cc1ccc(S(=O)(=O)NC(C(=O)Oc2ccc3c(C(F)(F)F)cc(=O)oc3c2)c2ccccc2)cc1 (stereo not given)
 : 5.2% | 2.9
COc1ccc(NC(=O)c2ncn[nH]2)cc1
 : -8.3% | -4.9
CC1CC2(CCCC2)N(C(=O)N(C)C)c2ccc(F)cc21 (stereo not given)
 : ? | .
COc1cc(/C=N/n2cnnc2)ccc1OCc1ccccc1
 : ? | .
COc1ccc(/C=N\Nc2ccccc2[N+](=O)[O-])c(C(=O)O)c1OC
 : 12.5% | 2.2
CC(C)NC(=O)C(=O)NCCC1CCCCN1S(=O)(=O)c1cccs1 (stereo not given)
 : 1.2% | -3.3
Cc1ccc(NC2CC(=O)N(CCc3ccccc3)C2=O)cc1 (stereo not given)
 : ? | .
CNC(=O)CC1C(=O)N(c2ccc(F)cc2)C(=S)N1NC(=O)c1ccc(Cl)cc1 (stereo not given)
 : -11.7% | 16.6
CC(CCc1ccccc1)NC(=O)c1ccccc1C(=O)O (stereo not given)
 : ? | .
Cc1nc2cc(C(=O)OCC(=O)Nc3ccc(C#N)cc3)ccc2n1-c1ccccc1
 : ? | .
COc1ccc2c(c1)O[C@H](c1ccc3c(c1)OCO3)[C@@H](OC(=O)N[C@H]1CCCc3ccccc31)C2=O
 : ? | .
Cc1ccc2cc(C#N)c(N3CCCN(C(=O)C4CCCO4)CC3)nc2c1C (stereo not given)
 : ? | .
OCCNCc1cccc(OCc2ccc(Cl)cc2)c1
 : i | 22.0
O=C(N/N=C/C(Br)=C/c1ccccc1)c1ccccc1[N+](=O)[O-]
 : ? | .
CC1(C)CC(=O)C=C(c2cccc3c2Oc2ccccc2S3)C1
 : i | -3.2
CC(=O)N1[C@@H]2CC3C4CC=C5C[C@@H](O)CC[C@]5(C)C4CC[C@]3(C)[C@@]21C(C)=O (stereo not given in full)
 : 3.8% | -6.0
CCN(CC)CCOC(=O)C1(c2ccc(OC)c(OC)c2)CCCC1
 : 7.0% | -9.9
CCOC(=O)N1CCN(CC(=O)Nc2ccc(F)cc2F)CC1
 : ? | .
CCOC(=O)Cn1c(C)nc2ccccc21
 : ? | .
S=C(Nc1ccc(Cl)cc1)NC1CCN(Cc2ccccc2)CC1
 : 20.8% | 14.3
NS(=O)(=O)c1ccc(NC(=O)COC(=O)c2ccc(Cl)nc2)cc1
 : ? | .
O=C(CSc1nc(-c2cccs2)cc(C(F)(F)F)n1)NCCCn1ccnc1
 : 1.2% | -8.9
COc1cc(/C=C(\C#N)c2ccccn2)ccc1OCc1ccccc1
 : 3.2% | 3.8
O=C(COc1ccc(Cl)cc1)Nc1ccccc1Cl
 : i | 10.5
O=C(CC(C(=O)O)c1cccc(Br)c1)c1ccc(Cl)cc1 (stereo not given)
 : ? | .
CCOc1ccccc1NC(=S)/C(=C(\[O-])c1ccc2c(c1)OCCO2)[n+]1ccc(CC)cc1
 : i | .
COc1cc(C(F)(F)F)c(C(=O)N(C)c2ccc(Cl)cc2)cn1
 : 7.0% | 13.7
Nn1c(SCc2cn3ccsc3n2)nnc1-c1ccncc1
 : ? | .
COc1cccc(C(c2c(N)[nH]c(=S)[nH]c2=O)c2c(N)[nH]c(=S)[nH]c2=O)c1
 : 17.8% | .
O=C1C=C(c2ccc(Cl)c(C(F)(F)F)c2)C[C@@H](c2ccc(Cl)cc2)C1
 : ? | .

The list goes on:
Each structure is followed by: S3 lipid droplet | S3 lipid droplet cell count max
NC(=O)COC(=O)CCCc1c[nH]c2ccccc12
 : ? | .
CC(Oc1ccccc1)C(=O)N1CCN=C1SCc1ccc(F)cc1 (stereo not given)
 : -1.6% | .
O=C1NC2(CCCC2)C(=O)N1Cc1cc(=O)n2ccsc2n1
 : i | .
Cc1ccc(C(=O)C2(C)C3c4cc(Br)ccc4OC(=O)C32C(=O)c2ccco2)cc1 (stereo not given)
 : -0.5% | 2.4
Oc1ccc(Nc2nc(Cl)nc(NCc3ccco3)n2)cc1
 : ? | .
CCOC(=O)c1cc(-c2ccccc2)nc2ccc(C)cc12
 : -8.6% | -0.2
N#Cc1ccc(-c2csc(NC(=O)c3cc(-c4cccs4)nc4ccccc34)n2)cc1
 : ? | .
CCOC(=O)Nc1sc2c(c1C#N)CCCC2
 : ? | .
O=C(O)/C=C/c1ccccc1Oc1ccccc1
 : ? | .
COc1ccc(C(=O)NCc2nnc(SCC(=O)Nc3cccc(OC)c3)o2)cc1
 : ? | .
O=[n+]1c2c(n([O-])c3cc(Br)ccc31)CCCC2
 : ? | .
O=C(NCc1ccccc1)c1nc2c(nnn2Cc2cccc(Cl)c2)c(=O)[nH]1
 : 4.7% | -18.7
CCS(=O)(=O)c1ccc(O)c(NC(=O)COc2ccc(C)cc2)c1
 : 10.0% | 16.1
Cc1cc(NC(=O)CSc2nnc(-c3ccc(S(=O)(=O)N4CCCC4)cc3)n2C)no1
 : ? | .
C=CCn1nnnc1SCC(=O)Nc1ccc(OC)cc1
 : ? | .
COc1cccc(-c2nc3sc4c(c3c(=O)[nH]2)CCCCC4)c1
 : ? | .
CC1=Nc2cc(C(=O)N3CCCC3)ccc2Sc2ccc(C)cc21
 : i | 14.7
O=C(NCC1CCCO1)c1c(O)c2cccc3c2n(c1=O)CC3 (stereo not given)
 : ? | .
COC(=O)[C@@]1(Cc2ccc(OC)cc2)[C@@H]2[C@@H](CC(=O)[C@H]2CC(=O)C(=O)N(C)C)CN1C(=O)c1ccccc1
 : 1.7% | 10.0
Cc1ccc(C=Nc2cc([N+](=O)[O-])ccc2C)s1
 : 23.2% | -3.4
CC(OC(=O)c1cccnc1SCc1cc(=O)n2ccccc2n1)c1ccccn1 (stereo not given)
 : ? | .
COC(=O)C(NC(=O)c1ccc(OC)cc1)(Nc1ncc(S(=O)(=O)c2ccc([N+](=O)[O-])cc2)s1)C(F)(F)F (stereo not given)
 : ? | .
Cc1c(C(=O)NN)nn(-c2ccc(Cl)cc2)c(=O)c1C#N
 : 11.1% | 17.2
COC(=O)CCCC1=CC2=CC(=O)C(C)(OC(=O)c3cccs3)C(=O)C2=CN1CCN1CCOCC1 (stereo not given)
 : ? | .
COc1cc(-c2nc3n(c(=O)c2C#N)CCS3)cc(OC)c1OC
 : i | 18.9
CCOC(=O)N1CCC(NC(=O)c2cc3ccccn3n2)CC1
 : ? | .
COc1ccc(-c2cn3ccccc3n2)cc1[N+](=O)[O-]
 : ? | .
CC1(C(=O)NNC(=S)NCc2ccco2)CC1(Cl)Cl (stereo not given)
 : 8.5% | 5.1
NC1(C#Cc2ccc3oc(=O)c(-n4cc(-c5ccsc5)nn4)cc3c2)CCCCC1
 : ? | .
C=CCc1c(C)nc2c(C)cccc2c1SC(=N)N
 : -5.5% | 2.9

Next section.
Each structure is followed by: S3 lipid droplet | S3 lipid droplet cell count max
Cc1ccc(O)c(NC(=O)c2onc(C)c2Cl)c1
 : ? | .
O=C(Cc1c[nH]c2ccccc12)N/N=C/c1cccc(F)c1
 : -3.0% | -9.2
CCOc1ccc(Oc2cc(N)cc([N+](=O)[O-])c2)cc1
 : -9.9% | .
CCN(CC)S(=O)(=O)c1cccc(C(=O)Nc2nncs2)c1
 : -7.0% | 0.1
O=C1c2ccccc2CN2C(=O)c3ccccc3CN12
 : ? | .
C=CCn1c(COc2ccc(Cl)cc2)nnc1SCC(=O)c1c(N)n(C)c(=O)n(C)c1=O
 : ? | .
CN(C)/C=C/C(=O)c1nnn(C2CCCCC2)c1NC1CCCCC1
 : ? | .
COc1cc2c(cc1OC)CN(CC(O)c1ccccc1)CC2 (stereo not given)
 : ? | .
CC1CC(C)(C)NC(=S)N1CCCC(=O)Nc1ccc2c(c1)OCCO2 (stereo not given)
 : ? | .
NC(=O)c1ccccc1N1CCCCC1
 : 1.2% | -5.4
NNC(=O)c1csc(CS(=O)(=O)c2ccc(Cl)cc2)n1
 : ? | .
O=C(Nc1ccc([N+](=O)[O-])cc1)c1cn(-c2ccccc2)nc1-c1cc2ccccc2o1
 : ? | .
CC(C)(C)C(=O)Oc1cc(N)n(S(=O)(=O)c2ccc(F)cc2)n1
 : ? | .
NC(=O)c1ccc(N2CCN(S(=O)(=O)c3ccccc3)CC2)c([N+](=O)[O-])c1
 : ? | .
CCOCCCNC(=O)c1ccc(CS(=O)(=O)Cc2ccc(C)cc2)o1
 : ? | .
CC(C)CCNC(=O)c1c[nH]c2ccc(S(=O)(=O)N3CCOCC3)cc2c1=O
 : ? | .
COn1c(C)c(C)c2c3nonc3ccc21
 : 10.7% | 12.5
O=C(O)CCN1C(=O)/C(=C/c2ccc(-c3nc4ccccc4s3)o2)SC1=S
 : -1.2% | -1.3
CC1CN(c2cc(-c3ccccc3)c3ccccc3n2)CC(C)O1 (stereo not given)
 : ? | .
COC(=O)CCSc1cc([N+](=O)[O-])cc2c1c(C1OCCO1)nn2-c1ccccc1
 : 4.1% | -4.2
CCN(CC)c1ccc(/C=N\NC(N)=O)cc1
 : 9.3% | 6.1
Cc1nc(C)c(C(=O)Nc2ccc(C)c(F)c2)o1
 : i | .
CC(C)(Oc1ccc(Cl)cc1)C(=O)NCc1n[nH]c(=O)c2ccccc12
 : ? | .
O=C(CS(=O)(=O)c1ccc(F)cc1)Nc1nnc(-c2cccs2)o1
 : ? | .
CCOCc1nnc(NC(=O)COC)s1
 : 10.4% | 8.5
CCSc1nc(C)nc2sc(C)c(C)c12
 : -6.6% | -3.6
Oc1ccc(N=Cc2c(O)ccc3ccccc23)cc1
 : ? | .
CCCCNC(=O)CCC(=O)Nc1ccc2nc(N3CCCCC3)cc(C)c2c1
 : -1.9% | 3.7
CCc1ccc(NC(=O)CSc2nnc(Cc3cccn3C)n2-c2ccc(OC)cc2)cc1
 : ? | .
CCOC(=O)c1cc(CC)sc1NC(=O)c1cc(OCC)c(OCC)c(OCC)c1
 : 14.3% | 0.9

Next compounds.
Each structure is followed by: S3 lipid droplet | S3 lipid droplet cell count max
CCC1=C(OC(=O)N(CC)CC)N2C(=O)OC(=NCCc3c[nH]c4ccccc34)[C@]2(C)[C@H]2C1=CC[C@H]1C(=O)N(C)C(=O)[C@H]12
 : 9.7% | .
CCn1cc(CCC(=O)NCCc2ccccc2)c2ccccc21
 : i | .
CC(C)(C)N1C(=O)[C@H]2[C@@H](c3ccc(Br)cc3)N3C(=O)N(c4cccc(Cl)c4)C(=O)[C@@]3(C)[C@H]2C1=O
 : ? | .
Cc1ccc2cc(CCNS(=O)(=O)c3ccc(F)cc3)c(=O)[nH]c2c1
 : ? | .
CCCc1nnc(NC(=O)CCC(=O)NC2CCCCC2)s1
 : i | -11.9
CC(=O)Nc1ccc(C(=O)OCC(=O)c2cccc([N+](=O)[O-])c2)cc1
 : 10.3% | -11.7
O=C(NC1CCN(C(=S)Nc2ccccc2Cl)CC1)C1CCCCC1
 : ? | .
COc1ccc(NC(=O)C/C(C)=N/NC(=O)C(=O)NC2CCCCC2)c(OC)c1
 : -10.9% | -13.3
CC(=O)c1cccc(N2Cc3ccccc3C2=NC(=O)CCl)c1
 : ? | .
CCOC(=O)N1CCC(NC(=O)c2ccc(OC)c(CN3CC(=O)N4CCCC4C3=O)c2)CC1 (stereo not given)
 : ? | .
CCn1nc(C(=O)NNC(=O)COc2ccc(OC)cc2)c2ccccc2c1=O
 : ? | .
O=C(CSc1nccc(=O)[nH]1)Nc1ccc(Oc2ccccc2)cc1
 : ? | .
Cc1ccc(S(=O)(=O)c2ncccc2[N+](=O)[O-])cc1
 : ? | .
CCO/C(C)=C1\N=C(c2ccc(Cl)cc2)OC1=O
 : 0.0% | 9.4
CCC1CCCCN1CCCNC(=O)c1ccc2c(c1)c(C)c(C)n2CC (stereo not given)
 : i | 9.2
COC(=O)CSc1nnc(CNC(=O)c2cccs2)n1-c1cccc(C)c1
 : -0.3% | 3.5
COc1ccc(CNC(=O)C(c2ccco2)N(C(=O)c2csnn2)c2cccc(C)c2C)cc1 (stereo not given)
 : 1.0% | -12.3
CN1CCN(C2Cc3ccccc3Sc3ccc(Cl)cc32)CC1 (stereo not given)
 : 14.3% | 2.9
CC1CC(C)CN(C(=O)COC(=O)/C=C/c2cccc([N+](=O)[O-])c2)C1 (stereo not given)
 : ? | .
CCC(C)NC(=O)C1(C)CCC(=O)N1CCc1ccc(OC)c(OC)c1 (stereo not given)
 : i | 3.2
Cc1cccc(C)c1OC(=O)CSc1nnc(-c2ccccc2O)o1
 : i | -10.8
Cc1ccc(S(=O)(=O)NCCCCCC(=O)Nc2ccccn2)cc1
 : i | -10.5
O=C(CCSCCc1ccccn1)Nc1ccc(Cc2ccncc2)cc1
 : -0.6% | 2.0
CCCOc1ccc(-c2nc(C#N)c(N3CCN(C)CC3)o2)cc1
 : ? | .
COCCNC(=O)COCc1cc(-c2ccc3c(c2)OCO3)on1
 : ? | .
O=C1C2C3CCC(C3)C2C(=O)N1c1ccc(OS(=O)(=O)c2ccccc2)cc1 (stereo not given)
 : -18.0% | .
COc1cccc(CNC(=O)CCC2CCCN(C(=O)c3cc(C)[nH]n3)C2)c1 (stereo not given)
 : ? | .
O=C(CSc1cccc[n+]1[O-])NCCCc1ccccc1
 : 2.3% | 3.2
N/C(Cc1ccc([N+](=O)[O-])cc1)=N\OC(=O)c1ccco1
 : ? | .
O=c1[nH]cc(I)cc1I
 : ? | .
CCOC(=O)C1(Cc2ccc(Cl)cc2)CCN(C(=O)C2=NNC(=O)CC2)CC1
 : 3.6% | 1.4
CSc1nc(-c2ccco2)nn1C(=O)c1ccc(C)cc1
 : 2.4% | -16.2

Of the compounds above, these contain a tert-butyl group:
Each structure is followed by: S3 lipid droplet | S3 lipid droplet cell count max
CC(C)(C)C(=O)Oc1cc(N)n(S(=O)(=O)c2ccc(F)cc2)n1
 : ? | .
CC(C)(C)N1C(=O)[C@H]2[C@@H](c3ccc(Br)cc3)N3C(=O)N(c4cccc(Cl)c4)C(=O)[C@@]3(C)[C@H]2C1=O
 : ? | .
